# From PubChem BioAssay
# PV pol inh – poliovirus RdRp elongation inhibitors, primary screen, biochemical, fluorescence polarization, total intensity | poliovirus polymerase elongation; active compounds read low | actives 0.66% (n = 150,000) | AID 588519, 2011 | % elongation, % (compound at 16.7 µg/mL); in the data active = % elongation below about 90%; note: some results filed as inactive read as strong as hits
# Target sequence (P03300 1749-2209 limits assumed): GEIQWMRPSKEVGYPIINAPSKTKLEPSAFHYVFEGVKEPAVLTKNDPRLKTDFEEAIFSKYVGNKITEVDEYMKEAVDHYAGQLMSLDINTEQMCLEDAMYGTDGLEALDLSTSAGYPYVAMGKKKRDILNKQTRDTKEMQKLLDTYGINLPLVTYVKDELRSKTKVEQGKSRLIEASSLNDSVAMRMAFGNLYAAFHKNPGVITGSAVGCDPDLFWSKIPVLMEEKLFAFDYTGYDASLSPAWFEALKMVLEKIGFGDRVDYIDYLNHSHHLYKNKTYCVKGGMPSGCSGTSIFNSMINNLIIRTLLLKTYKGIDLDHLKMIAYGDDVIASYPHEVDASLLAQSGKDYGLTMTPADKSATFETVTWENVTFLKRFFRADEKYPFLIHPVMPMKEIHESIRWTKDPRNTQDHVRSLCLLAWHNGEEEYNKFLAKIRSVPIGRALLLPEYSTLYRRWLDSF
# PV pol inh FP z-score – recorded beside PV pol inh, whose call it bears; z-score; measured here: FP z-score; hits read low
# Active calls of the source: *; & = joins results of further samples. An excerpt; rates above refer to the full screens.
# The first 5 entries, ahead of the listing:
SMILES	PV pol inh	PV pol inh FP z-score
COc1ccc(CC(=O)N/N=C2/CC(=O)CC(C)(C)C2)cc1	105.0	0.8
CCNc1nc(SCCOc2ccccc2)nc(N(C)C)n1	105.0	0.7
O=C(CCCn1c(SCC(=O)c2ccc(F)cc2)nc2ccccc2c1=O)NCc1ccccc1	102.0	0
Cc1ccc2c(c1)-c1c(cnn1CC(=O)Nc1ccccc1N1CCN(C)CC1)CO2	100.0	-0.9
COc1ccc(Nc2ncnc3c2cnn3-c2ccc(C)cc2)cc1Cl	110.0	0.5

# The listing (from the top)
SMILES	PV pol inh	PV pol inh FP z-score
COc1ccc(CC(=O)N/N=C2/CC(=O)CC(C)(C)C2)cc1	105.0	0.8
CCNc1nc(SCCOc2ccccc2)nc(N(C)C)n1	105.0	0.7
O=C(CCCn1c(SCC(=O)c2ccc(F)cc2)nc2ccccc2c1=O)NCc1ccccc1	102.0	0
Cc1ccc2c(c1)-c1c(cnn1CC(=O)Nc1ccccc1N1CCN(C)CC1)CO2	100.0	-0.9
COc1ccc(Nc2ncnc3c2cnn3-c2ccc(C)cc2)cc1Cl	110.0	0.5
O=C(CCC(=O)N1CC=C(c2c[nH]c3ccccc23)CC1)NC1CCCC1	100.0	-1.2
COc1ccc(NC(=O)N2CCc3c(sc4c3CCCC4)C2c2ccc(F)cc2)cc1 (stereo not given)	103.0	-0.5
CCOC(=O)/C(C#N)=C/c1cn(C(=O)c2ccncc2)nc1-c1ccccc1	99.0	-0.2
CCc1ccc(N2C(=S)N(C(=O)c3cccs3)C3CC2(C)Oc2ccccc23)cc1 (stereo not given)	116.0	4.1
CC1CCCC(C)N1C(=O)CSc1nc2ccccc2[nH]1 (stereo not given)	102.0	0.6
CN1CCN(C(=O)c2cccc(S(=O)(=O)N(C)C)c2)CC1	102.0	1.3
Cn1c(SCC(=O)N2CCCc3ccccc32)nnc1-c1ccccc1N	101.0	-0.4
O=c1ccc(S(=O)(=O)N2CCCC2)cn1Cc1c(-c2ccccc2)nc2sccn12	103.0	0
CCSc1nnc(-c2ccc(S(=O)(=O)N3CCOCC3)cc2)n1C	104.0	0.8
Cc1ccccc1Cn1ccc(NC(=O)COCc2cc(-c3cccs3)on2)n1	104.0	1.1
COc1cccc(N2CC(=O)N(/N=C/c3ccc(C)o3)CC2=O)c1	103.0	0.3
Cc1ccc(CCNC(=O)CN(c2ccc(C(C)C)cc2)S(=O)(=O)c2c(C)nn(C)c2C)cc1	104.0	-0.1
CCOc1cccc(C2Nc3ccccc3-c3cc(C)nn32)c1O (stereo not given)	102.0	-0.1
CCN(CC)S(=O)(=O)c1ccc(-c2nnc(SCC(=O)N3CCCC3)n2CC)cc1	103.0	0.7
CCn1cnc2c(=O)oc3ccc(S(=O)(=O)N4CCN(c5cc(C)ccc5C)CC4)cc3c21	108.0	0.9
CNC(=O)Nc1cccc(-c2ccnc(C)n2)c1	107.0	0.6
CSc1nc(N)n2nc(-c3ccccc3)cc2n1	112.0	1.8
O=C(C1CCN(c2ncnc3c2nc2n3CCCCC2)CC1)N1CCN(c2ccccc2)CC1	110.0	0.7
Brc1ccc(CNc2ccc3c(c2)ncn3-c2ccccc2)cc1	101.0	0
CCOc1ccc2oc(=O)cc(CN3CCN(C(=O)c4ccc5c(c4)OCO5)CC3)c2c1	101.0	-0.5
CCOC(=O)N1CCC(NC(=O)c2ccccc2C(=O)O)CC1	105.0	0.5
Cc1cc(C(=O)N2CCN(c3cc(Cl)ccc3C)CC2)c2c(C)nn(-c3ccccc3)c2n1	107.0	-0.2
CC(C)(C)c1ccc(CN2C3=NC(=O)CN3c3ccccc32)cc1	101.0	0.2
Cc1oc2ncnc(N3CCCCC3)c2c1C(=O)N1CCN(c2ccc(Cl)cc2)CC1	111.0	0.4
O=C(N=S1CCN(C(=O)c2ccc(Cl)cc2)CC1)c1ccc(Cl)cc1	108.0	0.8
CCn1cc(CCCC(=O)NC(C)C)c2ccccc21	99.0	-1.4
CS/C(=N\S(=O)(=O)c1cccs1)Nc1ccc(F)cc1	103.0	0
COc1ccc(OC)c(NC(=O)Cn2c(=O)n(Cc3ccco3)c(=O)c3cc(OC)c(OC)cc32)c1	111.0	0.6
CN1C(=O)/C(=C(/C#N)C(=O)NCc2ccc(Cl)cc2)c2ccccc21	102.0	0.1
CCOc1ccccc1NC(=O)COC(=O)CCN1C(=O)C2CC=CCC2C1=O (stereo not given)	102.0	0
N#Cc1ccccc1Cn1c(=O)n(-c2cccc(C(F)(F)F)c2)c(=O)c2sccc21	110.0	1
O=C(CN1CCN(Cc2ccccc2)CC1)NN=C/C=C\c1ccco1	100.0	-0.4
Cc1noc(C)c1COc1cccc(C(=O)N[C@@H](Cc2ccccc2)c2nc3ccccc3[nH]2)c1	100.0	-0.4
CCC1CN(C(=O)N2CCC(C(=O)NCc3ccco3)CC2)c2cc(C)ccc2O1 (stereo not given)	101.0	-1
O=C1Nc2ccccc2S/C1=C/c1ccc(C(=O)N2CCC3(CC2)OCCO3)cc1	101.0	0.1
Cn1nc(C(C)(C)C)cc1N	108.0	0.8
COc1ccc(Cl)cc1NC(=O)NCc1noc2ccccc12	106.0	-0.1
Cc1nc2sccn2c(=O)c1S(=O)(=O)Nc1ccc(N2CCN(C)CC2)cc1	108.0	1
CCOC(=O)c1c(C)[nH]c(CCC(=O)NCCCN2CCN(c3cccc(Cl)c3)CC2)c1C	108.0	-0.1
COc1ccc(-c2noc(N(c3nc(-c4ccc(OC)c(OC)c4)no3)c3ccccc3OC)n2)cc1OC	105.0	-0.5
C/C(N)=C(/C#N)C(=O)CSc1cc(C)c(C#N)c2nc3ccccc3n12	100.0	-0.6
Cc1ccccc1CN1CCN(CC(=O)NCCc2ccc(Cl)cc2)C1=O	97.0	-1.1
CC(C)(C)NC(=O)N1CCC(C(N)=O)CC1	100.0	-0.1
O=C1CCCC/C1=C/NCc1ccccc1	100.0	-0.1
CCCCn1nnc2sc3c(c2c1=O)CCCC3	102.0	0.5
CC1CCN(C(=O)/C=C/c2ccc3c(c2)OCO3)CC1	102.0	0
CCOC(=O)c1cc(-c2csc(CS(=O)(=O)Cc3cccc(C(F)(F)F)c3)n2)on1	101.0	-0.2
CC(C)c1ccc(NC(=O)NC(=O)c2ncon2)cc1	99.0	-1
Cc1ccc(NC(=O)NC(=O)CSc2nnc(C)n2C2CCCCC2)c(C)c1	101.0	-0.1
COc1ccccc1NC(=O)CSc1oc(-c2ccco2)nc1S(=O)(=O)c1ccc(Br)cc1	103.0	-0.6
CCOc1ncccc1C(=O)OCCN1C(=O)c2ccccc2C1=O	106.0	-0.1
CC(C)(C)C1CCC(C(=O)OCC(=O)c2ccc[nH]2)CC1 (stereo not given)	105.0	0.4
CC(C)N(C(=O)Cc1c(O)c2ccccc2[nH]c1=O)C(C)C	100.0	-1
COc1ccc(CCn2c(C)cc(C(=O)COC(=O)c3cccc(-n4cnnn4)c3)c2C)cc1	101.0	-0.1
CCC1CCCCN1C(=O)c1cc2cc(OC)ccc2oc1=O (stereo not given)	104.0	0.7

# (list continues)
SMILES	PV pol inh	PV pol inh FP z-score
Cc1cc(C(=O)NC2CCSc3ccccc32)no1 (stereo not given)	108.0	0.5
CCCCC12CN3CCN(CC(C3)C1=N/N=C1\C3CN4CCN(C3)CC1(CCCC)C4)C2	102.0	0.3
CCOC(=O)c1ccc(NC(=O)CCN2N=C(c3ccccc3)CCC2=O)cc1	100.0	-0.9
COc1ccc(C)cc1NCc1nnc2n1CCCCC2	102.0	-1.4
O=C(Cn1cnc2c(nnn2-c2cccc(Cl)c2)c1=O)NCC1CCCO1 (stereo not given)	101.0	0
O=C(NC1CCCC1)C1CCN(C(=O)c2sccc2-n2cccc2)CC1	102.0	-0.6
CC(C)=CC(=O)Nc1nc2ccc(C)cc2s1	101.0	0
O=c1oc2c(CN3CCCC3)c(O)ccc2cc1-c1ccccc1	104.0	-0.9
Cc1cc(Cn2cnc3ccccc3c2=O)no1	107.0	0.5
CCOc1ccccc1C(=O)N1CCc2cc(OC)c(OC)cc2C1COc1ccc2c(C)cc(=O)oc2c1 (stereo not given)	104.0	-0.4
CCCCOc1ccccc1C(=O)N(Cc1ccc(C)o1)C1CCS(=O)(=O)C1 (stereo not given)	111.0	-0.3
O=C(Cc1c(F)cccc1Cl)OCC(=O)c1ccc2c(c1)OCO2	106.0	0.4
COc1ccc(-c2cc(=O)c3c(O)cc(O)cc3o2)cc1	101.0&102.0	0.2&0.3
C=CCC1(Nc2ccccc2)CCCCC1	100.0	-0.4
O=C(Nc1ccncc1)c1ccc(C(=O)c2ccccc2)cc1	101.0	-0.7
CC(NC(=O)c1ccco1)C(=O)NCc1ccccc1CN(C)C (stereo not given)	107.0	0.8
CCCSC1=NC2(CCN(C(=O)NC3CCCCC3)CC2)N=C1c1ccc(C)cc1	107.0	-0.2
CC(C(=O)NCc1ccc2c(c1)OCO2)n1ccc2cc(S(=O)(=O)N3CCCCCC3)ccc21 (stereo not given)	105.0	0.6
Cc1cc(SCC(N)=O)n2c(nc3ccccc32)c1C#N	121.0	2.6
Cc1cc(-c2ccc(C)c(S(=O)(=O)NCc3cccc(Br)c3)c2)on1	114.0	1.6
CC1(C)CC(=O)C=C(Sc2nc3cc(Cl)ccc3s2)C1	103.0	-0.2
O=C(/C=C/c1ccccc1)N1CCCC1	100.0	0.1
CCn1c(SCC(=O)Nc2cccc(Cl)c2Cl)nc2ccccc2c1=O	104.0	0.3
CC(=O)Nc1ccc(C(=S)NCC(c2ccco2)N2CCCCC2)cc1 (stereo not given)	107.0	0.7
CCCSc1nc2ccccc2c(=O)n1-c1ccccc1F	104.0	0.6
O=S(=O)(Nc1cccc(-c2ccc(N3CCCCCC3)nn2)c1)c1ccccc1	104.0	-0.4
COC(=O)c1ccc(NC(=O)CC2C(=O)N(c3ccc(Cl)cc3)C(=O)N2Cc2ccco2)cc1 (stereo not given)	105.0	-0.6
CN(Cc1ccccc1)C(=O)CSc1cc(=O)n(C)c2ccccc12	104.0	1.6
Cc1ccc(OC(=O)c2cc(-c3ccccc3)nc3ccc(C)cc23)cc1	108.0	0.9
COC(=O)/C=c1\sc2nc(N)nn2c1=O	101.0	-0.2
O=C(O)CCNS(=O)(=O)c1ccc2ccccc2c1	105.0	0.2
O=C(NCCC1=CCCCC1)C1CC(O)CN1C(=O)Nc1ccccc1 (stereo not given)	101.0	-0.2
COC(=O)c1ccc(COC(=O)CCc2nc3ccccc3s2)o1	102.0	0.2
Cc1nc2sccn2c(=O)c1S(=O)(=O)Nc1ccc(N2CCN(C(=O)C(C)C)CC2)cc1	106.0	0.2
CC(C)C[C@@H](C=O)NC(=O)[C@H](CC(C)C)NC(=O)[C@H](CC(C)C)NC(=O)OCc1ccccc1	98.0&99.0	-1&-0.3
Cc1ccc(C)c(CN2C(=O)C3(c4ccccc42)N(c2ccc(Cl)cc2)C(=O)CS3(=O)=O)c1 (stereo not given)	101.0	-1.1
O=C(Nc1ccc(O)c(-c2nc3ccccc3o2)c1)C1(c2ccccc2)CCCC1	100.0	-0.3
CCC(C)NC(=O)C1CCC(=O)N(c2ccc(OC)cc2)C1c1ccc(OC)c(OC)c1 (stereo not given)	101.0	0.3
Cc1ccc(-c2csc(NC(=O)CSC(C)(C)C)n2)o1	99.0	-0.4
O=C(OCC1CC1)c1sc2ccccc2c1Cl	101.0	0.5
CCCc1nc2nc(C)cc(Cl)n2n1	104.0	0.4
COc1ccc(-c2cn3nc(N4CCCC(C(=O)Nc5cc(Cl)ccc5OC)C4)sc3n2)cc1 (stereo not given)	109.0	0.3
COc1cccc(C2(O)CCN(C(=O)C3CCC3)CC2)c1	100.0	-0.1
C[C@@H]1C[C@H]2[C@@H]3C[C@H](F)C4=CC(=O)C=C[C@]4(C)[C@@]3(F)[C@@H](O)C[C@]2(C)[C@@]1(O)C(=O)CO	98.0	-0.2
O=Nc1c(O)n(CC(=O)Nc2ccccc2)c2ccccc12	100.0	-0.2
CC(C)c1ccc(-c2ncc(CSc3nnc(CN4CCCCCC4=O)o3)s2)cc1	104.0	0.2
C=CCNC(=O)c1cc2cccc(OC)c2oc1=O	100.0	-0.4
Cc1cccc(OCc2ccc(-c3nc(C#N)c(NCCN(C)C)o3)o2)c1	102.0	-0.1
COc1cc(C(=O)OCC(=O)NC2CCS(=O)(=O)C2)ccc1OCc1c(C)noc1C (stereo not given)	98.0	-0.4
COc1ccc(NS(=O)(=O)c2ccc3c(c2)CCO3)cc1	103.0	0.4
Cc1nnc(NC(=O)CSc2nccn2-c2ccc(Cl)cc2)s1	109.0	0.5
CC1=CC(C)(C)N(Cc2ccccc2)c2ccccc21	107.0	0.5
CCOc1ccc2nc(N3CCCC(C(=O)NCc4ccc(OC)cc4)C3)sc2c1 (stereo not given)	110.0	1.3
COc1ccccc1NC(=O)C(C)OC(=O)c1ccc(NS(=O)(=O)c2ccc3[nH]c(=O)[nH]c3c2)cc1 (stereo not given)	103.0	0
O=C(COC(=O)/C=C/c1ccc(Br)o1)Nc1ccccc1	104.0	0.9
S=c1cc(-c2ccccc2)oc(-c2ccccc2)c1	100.0	-0.4
CCN1C(=O)c2ccccc2Sc2ccc(C(=O)NCCc3ccccc3)cc21	99.0	-1.8
O=C(NCCCn1ccnc1)c1ccc(Oc2ccccc2)cc1	101.0	-0.4
O=c1cc(CO)oc(C(Nc2ccccn2)c2ccccc2O)c1O (stereo not given)	104.0	0.5
Cc1c(C(=O)O)oc2ccc3c(c12)C(O)CC1(CCCC1)O3 (stereo not given)	102.0	0.1
COc1cccc(NC(=O)CSc2cccc[n+]2[O-])c1	107.0	0.4
O=C1c2ccccc2C(=O)N1CCc1nc(=S)[nH][nH]1	99.0	-0.4
